Screening results: PubChem, Broad Institute
ERp5 inh: ERp5 (human) disulfide isomerase inhibition; inhibition, % at 9.99 µM; ERp5 insulin aggregation, absorbance 650 nm, 90 min; actives 0.05% (n = 350,000); AID 651711;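 active = mean replicate inhibition above about 25%, with every replicate also reaching it, limit read from the data, passing the limit was not always enough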
Target sequence (Q15084 whole entry, looked up): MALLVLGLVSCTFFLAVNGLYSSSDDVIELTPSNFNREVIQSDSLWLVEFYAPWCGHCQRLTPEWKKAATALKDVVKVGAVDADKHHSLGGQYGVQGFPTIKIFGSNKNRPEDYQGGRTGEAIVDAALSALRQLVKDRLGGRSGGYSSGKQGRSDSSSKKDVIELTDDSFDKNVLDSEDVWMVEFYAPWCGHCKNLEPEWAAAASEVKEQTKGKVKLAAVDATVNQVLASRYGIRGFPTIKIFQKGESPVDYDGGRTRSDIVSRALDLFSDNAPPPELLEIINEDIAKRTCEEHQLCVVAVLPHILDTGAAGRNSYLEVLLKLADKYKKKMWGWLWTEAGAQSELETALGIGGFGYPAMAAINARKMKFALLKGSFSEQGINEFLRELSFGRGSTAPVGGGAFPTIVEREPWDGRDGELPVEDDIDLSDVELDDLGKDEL
esBAF inh: blocks esBAF chromatin remodeling in mouse ES cells | Bmi1-luciferase knock-in reporter, 24 h; 100% = twice the neutral-well signal | reporter increase, % at 12.5 µM | actives 2% (n = 350,000); in the data active = activation above about 40%;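 also: 0% = median of the plate's neutral control wells and 100% = double that signal; a rise in the Bmi1 reporter signal indicates esBAF inhibition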
SIRT5 inh: inhibitors of human sirtuin-5 desuccinylase; Q9NXA8; Purified SirT5, succinyl-peptide AMC, trypsin-coupled fluorescence; inhibition, % at 15 µM; actives 1.1% (n = 330,000); AID 652115; in the data active = inhibition above about 15%
Target sequence (Q9NXA8 whole entry, looked up): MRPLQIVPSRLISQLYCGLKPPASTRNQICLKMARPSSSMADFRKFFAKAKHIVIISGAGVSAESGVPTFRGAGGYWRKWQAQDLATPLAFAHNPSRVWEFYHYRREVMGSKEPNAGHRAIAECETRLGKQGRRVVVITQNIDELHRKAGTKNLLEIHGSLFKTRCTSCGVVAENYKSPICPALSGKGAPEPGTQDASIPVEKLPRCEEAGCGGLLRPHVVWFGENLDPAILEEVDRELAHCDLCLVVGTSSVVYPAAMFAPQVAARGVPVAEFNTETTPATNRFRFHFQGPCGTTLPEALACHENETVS
Cneo AK release: Cryptococcus neoformans lysis via adenylate kinase release; C. neoformans lysis, adenylate kinase release luminescence, 4 h; normalised: neutral wells 0, clomiphene wells 100; lysis activity, % at 15 µM; actives 0.2% (n = 360,000);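 active = mean lysis activity across replicates of at least 80%, whatever share of replicates individually reach that level; inactive = mean lysis activity below 80%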
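Signal: Adenylate kinase release luminescence | Assay system: Log-phase Cryptococcus neoformans yeast cells | Input: Cells at 5 × 10^6 per mL | Buffer or medium: Fresh YPD growth medium | Compound: Single dose | Schedule: Static 4 h at 37 °C with compound, 1 h detection | Controls: Clomiphene | Read-out: Luminescence rise reflecting yeast cell lysis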
miR-122 sensor: inhibitors of miR-122 in Huh7 cells. Huh7 miR-122 Renilla luciferase sensor, 48 h; neutral wells = 0, positive control = 100. activation (reporter increase), % at 12.5 µM. actives 0.3% (n = 340,000);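 active = mean replicate activation score at least 90 and every replicate individually at or above 90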;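 also: higher luciferase means less miR-122 activity so hits act as miR-122 inhibitors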
Statin myotox sup: protects C2C12 myotubes from simvastatin toxicity; ATP luminescence, 48 h; scaled: DMSO 0, geranylgeraniol control 100; rescue of ATP level, % at 7.49 µM; actives 0.78% (n = 330,000); AID 602340;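 active = mean ATP rescue above about 67%, or every replicate alone reaching that limit, limit read from the data, passing the limit was not always enough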;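 also: myotubes were challenged with 10 µM simvastatin during compound exposure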
ARNT TACC3 PPI: disrupts binding between human ARNT and TACC3; Q9Y6A5; AlphaScreen His-ARNT PAS-B/GST-TACC3 binding, luminescence; TACC3 fragment carries E629A point mutation; inhibition, % at 9.99 µM; actives 0.66% (n = 390,000); AID 623870;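 active = mean inhibition of replicates at least 50% and at least half of replicates each reaching 50%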;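 also: 0% = complete ARNT plus TACC3 wells and 100% = ARNT alone without TACC3; many hits fall short of the cut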
The depositor's hits bear a star; . = no result given; & = joins results of further samples; [ ] = dose if it differs, or a comment. Not a hit list (roughly 4% active in at least one column).

| SMILES | ERp5 inh | esBAF inh | SIRT5 inh | Cneo AK release | miR-122 sensor | Statin myotox sup | ARNT TACC3 PPI |
| --- | --- | --- | --- | --- | --- | --- | --- |
| CCN(CC)C(=O)C(=O)c1ccn(-c2c(C)csc2C(=O)OC)c1 | -10 | -6 | 1 | -2 | -5 | -4 | . |
| COc1ccc(N=C2SCC(=O)N2Cc2ccccc2)cc1 | 3 | . | -1 | . | . | . | 2 |
| C[C@@H]1CN([C@H](C)CO)C(=O)c2cc(C#CC3CCCC3)cnc2O[C@@H]1CN(C)C(=O)C1CCC1 | 1 | 6 | 3 | 0 | -2[16.7 µM] | . | -14 |
| CC(C)(C)OC(=O)N[C@H](C(=O)OC(C)(C)C)c1ccc(Br)cc1 | -1 | 7 | 1 | -1 | 1 | -5 | -1 |
| COc1ccc(CSCCNC(=S)Nc2ccccc2)cc1Cl | 0 | 2 | 0 | . | 9 | -3 | -3 |
| CCn1c(N2CCN(CC(=O)c3c(C)n(C)c4ccccc34)CC2)nc2c1c(=O)[nH]c(=O)n2C | . | 13 | . | 10 | . | -41 | 2 |
| Cc1ccc(-c2nn(CCC#N)cc2C=C(C#N)C#N)cc1 | -6 | 3 | -4 | 0 | 2 | -5 | -4 |
| O=C(CN1CCCC1)Nc1nnc(-c2cccs2)s1 | 0 | . | 1 | . | . | . | -25 |
| COCCCNc1cc(C)nc2ccccc12 | 9 | -5 | -2 | -1 | -1 | . | . |
| CCC(C)(C)C1CCc2[nH]nc(C(=O)O)c2C1 (stereo unspecified) | 4 | -5 | 5 | 1 | -1 | 2 | -1 |
| O=C(C[C@@H]1CC[C@@H](NC(=O)Nc2cccc(F)c2)[C@H](CO)O1)NCC1CC1 | 0 | -4 | 22* | 23 | -19[16.7 µM] | 4 | 6 |
| CCCNC(=O)C1CCC(CNS(=O)(=O)c2ccc3c(c2)CC(C)N3C(C)=O)CC1 (stereo unspecified) | 3 | -3 | -1 | -2 | -4 | 1 | 0 |
| COc1ccc(S(=O)(=O)N(C)C[C@@H]2Oc3cc(C4=CCCC4)ccc3S(=O)(=O)N([C@H](C)CO)C[C@@H]2C)cc1 | 3 | 7 | 11 | -6 | 3[16.7 µM] | -32 | -6 |
| Cc1[nH]nc2ncc(C(=O)c3cc(Cl)cc(Cl)c3O)cc12 | . | -8 | . | 1 | 1 | -5 | . |
| Cc1cc(C(=O)N/N=C2\CC(=O)CC(C)(C)C2)c2ccccc2n1 | -2 | . | 2 | . | . | . | -1 |
| COc1cc(C(=O)NC23CC4CC(CC(C4)C2)C3)cc(OC)c1OC | 0 | 0 | . | 0 | . | -3 | -7 |
| COc1ccc(Cc2nnc(NC(=O)C3CC(=O)N(CCc4ccc(F)cc4)C3)s2)cc1OC (stereo unspecified) | -2 | -6 | 2 | -1 | 3 | -1 | 4 |
| COc1cc(/C=C2\C(=N)N3N=C(S(C)(=O)=O)SC3=NC2=O)ccc1OC(=O)c1ccco1 | . | -4 | 14 | 0 | . | 2 | 9 |
| O=C(O)C1=C[C@H](C2CC2)C[C@H](OCCCCO)O1 | -3 | 0 | . | 1 | -2 | 6 | 4 |
| CCCNC(=O)[C@@H]1[C@@H](CO)[C@@H]2Cn3c(ccc(/C=C/c4ccccc4)c3=O)[C@@H]2N1CC | 4 | -2 | -35 | 41 | . | 18 | -2 |
| COc1ccc(Cn2c(C)ccc2C)cc1 | . | 1 | . | -3 | 3 | -3 | 3 |
| O=C(Nc1cccc(C2OCCCO2)c1)c1cccs1 | . | . | . | -4 | -2 | . | -3 |
| CC1CCc2cc(F)ccc2N1C(=O)CSc1nnc2c3ccccc3n(C)c2n1 (stereo unspecified) | -4 | 7 | 2 | -2 | 1 | -15 | 4 |
| COc1cccc(-n2c(SCC(=O)O)nnc2-c2cccnc2)c1 | -5 | -5 | 2 | 0 | . | -1 | -5 |
| Cc1cc(Cl)c2oc(C(=O)N3CCN(c4cccc(C)n4)CC3)c(C)c2c1 | -2 | 74* | -2 | 4 | . | 9 | 2 |
| C[C@H](CO)N1C[C@H](C)[C@H](CN(C)C(=O)Nc2cccc3ccccc23)Oc2ccc(NS(C)(=O)=O)cc2C1=O | -3 | 0 | -2 | 1 | 4[16.7 µM] | -6 | -6 |
| O=C(COc1ccccc1)Nc1ccccc1F | 3 | 16 | -3 | 2 | 4 | 6 | -6 |
| COC(Cc1nnc(SC)n1-c1ccccc1)OC | . | 0 | . | 2 | 12 | 5 | 32 |
| O=C(C[C@@H]1CC[C@H](NC(=O)Cc2ccccn2)[C@@H](CO)O1)NCCc1ccccc1 | 0 | -5 | 13&-4 | 95* | . | -7 | -15 |
| Nc1cc2c3c(cccc3c1)C(=O)N(CCN1CCCC1)C2=O | -12 | -14 | 5 | 1 | -18 | 65 | 0 |
| C[C@@H]1CN([C@@H](C)CO)C(=O)c2cc(NC(=O)NC3CCCCC3)ccc2O[C@@H](C)CCCCO[C@H]1CN(C)Cc1ccc(C(=O)O)cc1 | 0 | 0 | -3 | -1 | 13[16.7 µM] | . | 13 |
| Cc1ccccc1N1CCN(C(=S)c2ccc(-c3ccc([N+](=O)[O-])cc3)o2)CC1 | 0 | . | 1 | . | . | . | 6 |
| CCCN1CCN(CCCNC(=O)c2cc3c(s2)-c2c(C)cccc2OC3)CC1 | -2 | -24 | -75 | 1 | 3 | -26 | 0 |
| C[C@H](CO)N1C[C@H](C)[C@@H](CN(C)Cc2ccc3c(c2)OCO3)Oc2cc(-c3cccc(C(=O)N(C)C)c3)ccc2S1(=O)=O | -9 | -3 | 18* | -4 | 5[16.7 µM] | -60 | 15 |
| N#C/C(C(=O)NCc1ccco1)=C1/SC(Cc2ccc(F)cc2)C(=O)N1c1ccccc1 (stereo unspecified) | . | -2 | . | -3 | 1 | 87* | -2 |
| Cc1ccc(C(C)(C)NC(=O)C2CCC(=O)N(C3CCCCCC3)C2)cc1 (stereo unspecified) | -2 | 74* | -1 | 11 | 7 | 2 | -2 |
| O=C1N=C(N2CCOCC2)S/C1=C\c1ccncc1 | -1 | 0 | 1 | 2 | 1 | -2 | -6 |
| CC1CN(c2ccc(Cl)cc2[N+](=O)[O-])CCN1S(C)(=O)=O (stereo unspecified) | 0 | . | -5 | . | . | . | 9 |
| CCCNC(=O)C[C@H]1CC[C@H]2[C@@H](COC[C@@H](O)CN2C(=O)c2cc(Cl)cc(Cl)c2)O1 | 3 | 0 | -1 | 5 | -1[16.7 µM] | -7 | -8 |
| C[C@@H]1CN([C@@H](C)CO)C(=O)c2cccc(NS(=O)(=O)c3ccc(Cl)cc3)c2O[C@@H]1CN(C)CC1CC1 | -4 | -1 | 7 | 0 | -8[16.7 µM] | -2 | 0 |

Exported as labelled records: part of the list above
> O=C(Nc1cccc(C2OCCCO2)c1)c1cccs1
  ERp5 inh: .; esBAF inh: .; SIRT5 inh: .; Cneo AK release: -4; miR-122 sensor: -2; Statin myotox sup: .; ARNT TACC3 PPI: -3
> C[C@@H]1CN([C@@H](C)CO)C(=O)c2cccc(NS(=O)(=O)c3ccc(Cl)cc3)c2O[C@@H]1CN(C)CC1CC1
  ERp5 inh: -4; esBAF inh: -1; SIRT5 inh: 7; Cneo AK release: 0; miR-122 sensor: -8[16.7 µM]; Statin myotox sup: -2; ARNT TACC3 PPI: 0
> Nc1cc2c3c(cccc3c1)C(=O)N(CCN1CCCC1)C2=O
  ERp5 inh: -12; esBAF inh: -14; SIRT5 inh: 5; Cneo AK release: 1; miR-122 sensor: -18; Statin myotox sup: 65; ARNT TACC3 PPI: 0

(more compounds)
| SMILES | ERp5 inh | esBAF inh | SIRT5 inh | Cneo AK release | miR-122 sensor | Statin myotox sup | ARNT TACC3 PPI |
| --- | --- | --- | --- | --- | --- | --- | --- |
| Cc1ccc(C)c(OCCCN2CCCC2)c1 | . | -5 | . | -1 | 4 | -24 | -8 |
| CC(=O)c1ccc(S(=O)(=O)N2CCN(C(=O)c3ccc(COc4ccccc4)o3)CC2)cc1 | 0 | . | -2 | . | . | . | -1 |
| O=C(CCl)Nc1nc(-c2ccco2)c(-c2ccco2)s1 | 8 | . | 0 | . | . | . | -8 |
| O=C(O)CSCC(=O)NCc1ccccc1Cl | 5 | . | 4 | . | . | . | 33 |
| OC(COCCOc1ccc(Br)cc1)CN1CCN(Cc2ccccc2)CC1 (stereo unspecified) | . | -16 | . | -1 | -6 | -15 | -1 |
| CCCCN(CC)Cc1ccc(CNC(=O)Nc2ccc(F)cc2)o1 | . | -9 | . | -1 | -7 | -15 | 6 |
| Cc1ccc(S(=O)(=O)N2CCN(S(=O)(=O)c3cccs3)CC2)cc1 | 1 | 5 | -1 | 3 | . | -2 | -9 |
| C[C@@H]1CCCCO[C@H](CN(C)Cc2ccncc2)[C@@H](C)CN([C@@H](C)CO)C(=O)c2cc(NS(C)(=O)=O)ccc2O1 | -2 | 9 | -2 | 0 | 3[16.7 µM] | 12 | -11 |
| CC(=O)Oc1ccc(N2C(=O)C3C4C=CC(CC4)C3C2=O)cc1[N+](=O)[O-] (stereo unspecified) | 2 | -15 | 0 | 0 | -6 | 0 | . |
| Nc1nnc(SCc2ccc([N+](=O)[O-])cc2)s1 | 3 | . | 0 | . | . | . | -2 |
| CCN(CC)c1ccc(NC(=O)CN2CCN(CC(=O)Nc3ccc(OC)cc3)CC2)cc1 | -1 | 0 | -4 | 3 | 2 | -4 | -17 |
| CCOC(=O)c1ccccc1NC(=O)c1ccc2nccnc2c1 | 4 | . | -1 | . | . | . | -4 |
| CN1/C(=N\O)c2cccc3cccc1c23 | . | -12 | . | 3 | 0 | -14 | 52* |
| Cc1ccc(SCC(=O)Nc2nncs2)cc1 | 1 | -1 | -2 | 0 | -1 | -6 | . |
| O=C(NC(=O)c1ccc(Cl)cc1)OC1CCCCC1 | . | . | . | 3 | 1 | . | -3 |
| CC(C)Oc1ccccc1/C=N/NC(=O)C1CCCC1 | 2 | -8 | -2 | 1 | -6 | -2 | . |
| CCCNc1nc(C)cc(-c2cc(C(=O)NC3CCCC3)on2)n1 | 2 | 4 | . | 1 | -2 | 3 | -6 |
| CCOc1ccccc1NC(=O)NC(=O)N(C)S(=O)(=O)c1ccc(C)cc1 | 4 | . | -6 | . | . | . | -7 |
| CCc1ccccc1NC(=O)c1nnn(CC(=O)Nc2cccc(C)c2C)c1N | . | . | . | 1 | 3 | . | 4 |
| O=C1CC(c2ccccc2)Cc2nc3ncnn3cc21 (stereo unspecified) | 2 | 1 | -2 | -2 | . | -32 | -1 |
| CSc1ccccc1C(=O)NCc1ccc(C)cc1 | -3 | . | -1 | . | . | . | -10 |
| CC(C)c1c(C(=O)N/N=C/c2ccsc2)nnn1-c1nonc1N | 6 | 9 | -5 | 0 | 5 | 8 | 1 |
| C1=C(c2cc3ccccc3cn2)CCCC1 | 3 | 79* | -3 | -8 | -1 | 13 | 5 |
| CNS(=O)(=O)c1cccc(C(=O)NCC2(N3CCOCC3)CCCCC2)c1 | 0 | . | -1 | . | . | . | 5 |
| C[C@@H]1CN([C@@H](C)CO)C(=O)c2cc(-c3ccc(F)cc3)cnc2O[C@H]1CN(C)C(=O)Nc1ccccc1F | -3 | 6 | -1 | -3 | -8[16.7 µM] | 8 | 7 |
| O=C(O)CCCCCNC(=O)OCC1c2ccccc2-c2ccccc21 | 0 | 1 | -2 | 3 | -4 | 1 | -8 |
| CCCCCCCCN1[C@@H](CC(=O)O)c2ccc(C(F)(F)F)cc2S1(=O)=O | 9 | 16 | -1 | -2 | -4 | 24 | 1 |
| Nc1nc(NCc2ccco2)nc(Nc2ccccc2)c1[N+](=O)[O-] | 5 | . | -7 | 3 | 0 | . | -1 |
| C[C@H]1CCCCO[C@@H](CN(C)C(=O)Nc2ccc(C(F)(F)F)cc2)[C@@H](C)CN([C@@H](C)CO)C(=O)c2cc(NS(=O)(=O)c3ccc(F)cc3)ccc2O1 | -1 | -4 | 8 | 9 | 0[16.7 µM] | . | -3 |
| CSCC(C)N1CCC(n2nccc2NC(=O)CCc2ccccc2)CC1 (stereo unspecified) | -3 | 1 | 0 | 0 | -5 | 7 | -5 |
| Cc1noc(C)c1S(=O)(=O)N(C)C[C@H]1OCCCC[C@@H](C)Oc2ccc(NC(=O)NC(C)C)cc2C(=O)N([C@@H](C)CO)C[C@H]1C | -6 | 0 | -1 | -7 | 3[16.7 µM] | . | 1 |
